# Source: PubChem
# S1P2 blocker = blocks the human S1P2 receptor | 97,000 compounds, 0.21% hits | cell-based S1P2 antagonist assay, inhibition at 5 uM | inhibition, % at 5 µM | O95136; in the data active = inhibition above about 45%;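 also: CRE beta-lactamase reporter cells expressing human S1P2 stimulated with S1P; 0% = agonist at EC80 alone and 100% = agonist plus reference antagonist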
# Target sequence (O95136 whole entry, looked up): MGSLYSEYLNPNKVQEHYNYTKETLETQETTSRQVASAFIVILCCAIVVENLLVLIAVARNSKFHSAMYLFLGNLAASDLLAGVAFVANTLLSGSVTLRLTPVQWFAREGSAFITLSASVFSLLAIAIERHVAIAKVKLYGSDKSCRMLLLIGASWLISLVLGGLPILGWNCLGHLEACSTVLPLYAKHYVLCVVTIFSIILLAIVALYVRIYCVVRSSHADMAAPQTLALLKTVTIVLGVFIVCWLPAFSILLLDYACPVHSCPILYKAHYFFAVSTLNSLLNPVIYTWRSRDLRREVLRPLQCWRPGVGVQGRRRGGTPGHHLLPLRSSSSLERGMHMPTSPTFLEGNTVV
# CYP2C19 activ = increases human CYP2C19 enzyme activity; recombinant CYP2C19, luciferin-H EGE luminescence; stronger effect = higher value; 0 = fully inhibited enzyme, 1 = untreated enzyme; P33261; 96,000 tested, under 10 active; activation factor at 5 µM;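 active = activation factor of at least 2 at 5 µM in the primary screen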;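 also: 0 = wells with 2.5 mM tranylcypromine and 1 = vehicle-only wells; values of inactives mirror those of a sister screen read the other way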
# PostGolgi ctrl = inhibits growth of the yeast control strain | inhibition, % at 10 µM | 98,000 compounds, 5% hits | efflux-deficient yeast background strain, growth absorbance A615, 16 h | AID 738
# PostGolgi yeast = growth inhibition of a yeast mutant, post-Golgi transport screen; post-Golgi transport phenotypic cell assay; inhibition, % at 10 µM; 98,000 compounds, 0.9% hits; AID 739;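 also: yeast cells grown in 1536-well plates; yeast grown about 18 h at 30C before absorbance read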
# sEH activator = soluble epoxide hydrolase (human) activation. P34913. purified human sEH enzymatic activity, activator screen. activation, % at 2 µM. 91,000 compounds, 0.04% hits; in the data active = activation above about 37%; also: values of inactives mirror those of a sister screen read the other way
# Target sequence (P34913 whole entry, looked up): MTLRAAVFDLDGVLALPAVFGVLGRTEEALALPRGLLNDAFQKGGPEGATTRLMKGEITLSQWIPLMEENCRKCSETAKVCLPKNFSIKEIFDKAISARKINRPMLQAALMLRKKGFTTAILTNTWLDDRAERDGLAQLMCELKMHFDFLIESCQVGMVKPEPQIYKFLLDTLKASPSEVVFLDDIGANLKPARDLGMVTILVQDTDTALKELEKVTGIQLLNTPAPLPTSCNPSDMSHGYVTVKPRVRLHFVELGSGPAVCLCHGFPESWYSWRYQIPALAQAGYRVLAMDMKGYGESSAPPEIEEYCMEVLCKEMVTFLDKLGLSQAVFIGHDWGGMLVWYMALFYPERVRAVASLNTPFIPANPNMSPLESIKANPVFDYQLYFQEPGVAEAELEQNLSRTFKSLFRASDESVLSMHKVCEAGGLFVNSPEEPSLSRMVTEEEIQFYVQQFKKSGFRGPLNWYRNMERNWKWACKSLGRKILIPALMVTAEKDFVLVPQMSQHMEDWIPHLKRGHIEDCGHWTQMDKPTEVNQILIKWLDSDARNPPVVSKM
# S1P2 agonist = S1P2 (human) receptor agonism | O95136 | S1P2-expressing cell line, agonist reporter read-out | activation, % at 4.5 µM | 97,000 compounds, 0.46% hits | AID 729; in the data active = activation above about 16%;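 also: 0% = vehicle low control and 100% = maximal reference agonist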
# DAT uptake mod = changed human dopamine transporter uptake under cocaine IC80 | Q01959 | LLC-PK1 hDAT cells, [14C]-dopamine uptake with cocaine IC80; actives deviate in either direction | B-score at 10 µM | 110,000 compounds, 1.3% hits | AID 449768;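 active = Z score or B-score, a plate-position-corrected score, falls beyond the plate's 99.7% confidence bounds, in either direction; inactive = both scores lie inside the 99.7% bounds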;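 also: scored against the spread of the other compound wells on the same plate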
# CYP2C19 inh = inhibitors of human CYP2C19 | CYP2C19 Supersomes, luciferin-H EGE luminescence, 30 min | 96,000 compounds, 21% hits | inhibition, % at 5 µM | P33261 | AID 778;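 active = CYP2C19 inhibition above a set limit at 5 µM in the primary screen, cut at about 50% in these data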;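 also: plate controls were negative control wells for no effect and 2.5 mM tranylcypromine positive control for full effect; values of inactives mirror those of a sister screen read the other way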
# sEH inhibitor = inhibitors of human soluble epoxide hydrolase | P34913 | recombinant human sEH enzymatic activity assay | inhibition, % at 2 µM | 91,000 compounds, 0.34% hits | AID 707; in the data active = inhibition above about 80%; also: values of inactives mirror those of a sister screen read the other way; many of its hits are not listed in these tables
# * hit, by the source's call; nt = not tested or not shown. Rule as the data show it, unless noted: active = inhibition above about 30%; inactive = the rest.
cpd	canonical_smiles	S1P2 blocker	CYP2C19 activ	PostGolgi ctrl	PostGolgi yeast	sEH activator	S1P2 agonist	DAT uptake mod	CYP2C19 inh	sEH inhibitor
1	Cc1ccc2nc(/C(C#N)=C/c3cn[nH]c3-c3ccc(F)cc3)[nH]c2c1	-7	0.6	10	-3	11	-3	2	37	-7
2	Cc1ccc2[nH]c(=O)c3cc(C(=O)N4CCN(C(=O)c5ccco5)CC4)sc3c2c1	-15	1	0	-7	9	-4	nt	-3	-5
3	CCC(C(=O)NC1CCCC1)N(Cc1ccc2c(c1)OCO2)C(=O)c1snc(C(N)=O)c1N (centres undefined)	0	0.1	13	-7	11	-3	0.052	92*	-11
4	COC(=O)c1ccccc1NC(=O)CN1C(=O)C2CCCN2c2ncc(Cl)cc21 (centres undefined)	-29	0.5	10	-7	-2	-7	1	48	7
5	Cc1nc2nc(-c3ccc(Cl)cc3)[nH]n2c(=O)c1Cc1ccccc1	-2	0.9	1	-9	8	-6	0.011	5	-8
6	O=C(Cn1ccc2ccccc2c1=O)N1CCN(c2cccc(Cl)c2)CC1	0	1.1	5	1	9	-2	-0.48	-9	-10
7	O=C(O)CC(NC(=O)OCc1ccccc1)c1ccccc1 (centres undefined)	11	1	-2	-4	19	-5	0.052	2	-20
8	CCN(CC)CCSc1nc(O)c(C(C)C)c(=O)[nH]1	-17	0.9	5	6	0	-1	-0.0095	13	1
9	CC(C)CCNC(=O)c1cccc(Cl)c1	-2	0.4	6	2	-56	-6	0.59	58*	56
10	CCC(=O)N1CCc2cc(S(=O)(=O)N(CC)c3cccc(C)c3)ccc21	-6	0.9	12	-2	-7	-4	-0.49	14	8
11	Cc1ccc2nc(N3CCC(C(=O)O)CC3)nc(-c3ccccc3)c2c1	-14	1	18	-1	8	-1	0.26	-5	-7
12	COc1ncnc2c1N[C@@](C)(O)c1c(F)c(F)c(F)c(F)c1S2	5	0.1	-5	13	-8	1	-0.54	86*	8
13	COC(=O)c1sccc1OC(C)C(C)=O (centres undefined)	13	1	5	2	-8	-10	-0.046	4	10
14	COc1cc2c(cc1OC)C(SC)=NC(C)(C)C2	-34	nt	nt	nt	3	2	-0.37	nt	0
15	Cc1nc(NC(=O)c2ccc(Br)o2)sc1C	8	0.8	8	-2	1	-1	-0.54	21	-3
16	CC12CN(Cc3ccccc3)CC(C)(CN(Cc3ccccc3)C1)C2=NO	-1	0.8	4	2	-1	-10	-0.028	15	2
17	COCCNC(=O)C(C)OC(=O)c1cc2occc2n1C (centres undefined)	-28	1	-1	15	nt	-5	-0.83	4	nt
18	CCCNC(=O)NC(=O)COc1ccc2oc3ccccc3c2c1	-10	0.7	-3	9	14	-8	-1.4	32	-15
19	O=c1c([N+](=O)[O-])cc(C(F)(F)F)cn1Cc1cccc(Cl)c1	-11	0.8	-1	18	-2	-4	0.051	24	5
20	COc1ccccc1-n1c(CNC(=O)c2ccc(S(=O)(=O)N3CCOCC3)cc2)n[nH]c1=S	-13	1.1	-4	5	-9	-6	-0.8	-8	9
21	CS(=O)(=O)NCc1ccc(C(=O)NC2CCCCC2)cc1	-9	1	-7	-4	-13	-4	0.094	-5	13
22	CN1CCN(S(=O)(=O)c2cc([N+](=O)[O-])ccc2N2CCCCCC2)CC1	-23	0.4	8	-1	-2	-6	-0.86	56*	2
23	CC(C)C1S/C(=N/N=C/c2cccs2)NC1=O (centres undefined)	0	0.9	7	-7	-8	-6	nt	6	8
24	Cn1c(SCc2nc(-c3ccc(Br)cc3)no2)nnc1-c1ccco1	-17	0.9	20	2	-6	-5	0.39	6	8
25	O=S(=O)(c1ccc(Cl)s1)N1CCc2ccccc2C1	-15	0.3	14	2	nt	-4	0.7	67*	nt
26	COc1ccc(S(=O)(=O)Nc2ccccn2)cc1OC	7	0.9	-3	-7	6	2	-0.69	8	-8
27	O=C(NCC1CCCCC1)C12CN(Cc3ccccc3)CC1C(c1cccc([N+](=O)[O-])c1)=NO2 (centres undefined)	11	0.9	11	-12	-6	-7	-0.016	14	4
28	Cc1ccc(S(=O)(=O)c2ccc(Oc3ccccc3)cc2)cc1	-7	1.1	11	-4	-4	-2	-0.63	-11	2
29	Cc1ccc(S(=O)(=O)Cc2ccc(C(=O)O)o2)cc1	-3	1	3	-2	1	-8	-0.039	-3	-3
30	CCCCCN(C(=O)NC(=O)NC(C)CC)S(C)(=O)=O (centres undefined)	1	0.9	-1	5	-6	-11	0.62	15	5
31	COc1cc(OC)cc(-c2nnc(SCc3c(F)cccc3Cl)o2)c1	-5	0.5	10	1	11	-5	0.96	47	-12
32	COc1ccc(-c2c(C)oc3cc(O)cc(O)c3c2=O)cc1OC	nt	0.7	12	-11	nt	nt	2	29	nt
33	CC(C)CC(=O)O/N=C1\C(=O)N(c2ccccc2)c2ccccc21	17	0.9	22	2	9	-8	-1.4	11	-7
34	Cn1cc(S(=O)(=O)Nc2ccc(Br)cc2F)c(=O)n(C)c1=O	-23	0.6	4	-4	4	-6	0.76	42	-5
35	S=C(NCCC(c1ccccc1)c1ccccc1)Nc1ccccc1Cl	-8	0.4	9	3	-44	-2	-0.85	55*	44
36	COc1c(C(=O)Nc2c(C)n(C)n(-c3ccccc3)c2=O)ccc2ccccc12	5	1.1	-5	-1	0	0	-0.49	-8	0
37	CCCc1c(O)nc(SCCN(CC)CC)[nH]c1=O	3	1.1	4	7	-19	-3	1	-6	20
38	COc1ccccc1-c1cc(C(F)(F)F)nc(N2CCOCC2)n1	-5	0.9	16	-3	-6	1	-0.99	14	6
39	CCc1nc2scc(-c3ccccc3)c2c(=O)n1N	-12	0.8	12	-5	7	-4	-0.0083	22	-6
40	CCOc1ccc(N(CC(=O)NCC2CCCO2)C(=O)CCC(=O)Nc2ccccn2)cc1 (centres undefined)	7	nt	nt	nt	2	-10	-0.68	nt	3
41	CCOC(=O)c1cnn(-c2ncnc3sc(CC)cc23)c1N	4	1.1	nt	nt	-11	-1	-0.28	-9	14
42	COc1ccc(-c2noc(CCC(=O)NCc3cc(Br)ccc3OC)n2)cc1	1	0.7	4	0	-12	0	-1	28	10
43	COc1ccc(S(=O)(=O)N(C)CC(=O)NCc2cccnc2)cc1	0	0.6	-3	6	3	-3	0.63	39	-1
44	CCn1c(SCC(=O)Nc2cc(C)on2)nnc1-c1ccco1	-6	0.5	-3	2	-14	-7	2	53*	12
45	COC(=O)C1=C(C)NC(=O)C1(NC(=O)CN1CCCC1=O)C(F)(F)F (centres undefined)	2	nt	8	0	-6	-6	0.28	nt	9
46	Cn1c(NCc2c(O)ccc3ccccc23)nc2ccccc21	10	1	21	-5	7	-2	-0.86	3	-8
47	c1ccc(Cn2c(Nn3cnnc3)nc3ccccc32)cc1	-29	1	8	6	12	-1	0.057	1	-7
48	CC1C2C(C)N(C)C(=O)N(C)C2N(C)C(=O)N1C (centres undefined)	-2	1	1	-1	-14	-4	-0.62	-3	12
49	NC12CC3CC(C1)CC(CO)(C3)O2	nt	0.9	-1	5	nt	nt	0.057	11	nt
50	Cc1nc(SCC(=O)N(C)Cc2ccco2)c2c(C)c(C)sc2n1	-23	0.3	24	3	7	3	0.89	68*	-8

# Other structures:
cpd	canonical_smiles	S1P2 blocker	CYP2C19 activ	PostGolgi ctrl	PostGolgi yeast	sEH activator	S1P2 agonist	DAT uptake mod	CYP2C19 inh	sEH inhibitor
51	Cc1cnc(NC(=O)CSc2nnc(-c3ccncc3)n2C2CCCCC2)s1	24	0.2	7	19	-1	-10	1.1	76*	0
52	CC(C(=O)NC1=NCCS1)N1C(=O)c2ccccc2C1=O (centres undefined)	4	0.8	23	8	-4	0	-1.1	20	7
53	COC(=O)C1(C(=O)OC)NOC2C(=O)N(c3ccc(Cl)cc3Cl)C(=O)C21 (centres undefined)	-7	1	-1	14	-6	-11	-1.2	4	7
54	Cc1cccc(-n2nnnc2SC(C)C(=O)NCCC2=CCCCC2)c1 (centres undefined)	-10	0.8	8	16	nt	-5	-0.22	20	nt
55	O=C(COC(=O)c1cccc(S(=O)(=O)N2CCOCC2)c1)Nc1ccc2c(c1)OCO2	-8	0.3	20	0	-8	0	0.47	70*	8
56	CSc1nncn1/N=C/c1ccc2c(c1)OCO2	-9	1	10	-2	nt	-2	-0.16	2	nt
57	COc1ccc(OC)c2c(N)c(C#N)c(C(F)(F)C(F)(F)F)nc12	-27	1.1	12	-4	-3	7	-0.5	-11	4
58	COC(=O)c1ccc(NC2CC(=O)N(c3ccccc3C)C2=O)cc1 (centres undefined)	-2	0.4	-1	-4	9	-7	-0.88	60*	-10
59	NC(=O)CSc1nnc(CNc2ccc(F)cc2)n1CC1CCCO1 (centres undefined)	-2	0.8	12	1	4	-6	1.2	17	-2
60	CCN1CCN(C(=O)c2cc3sccc3n2CC(=O)c2ccccc2)CC1	-10	0.4	4	-3	-7	-4	-0.55	59*	10
61	Cc1nc2ccc(NC(=O)c3ccc(S(=O)(=O)N4CCOCC4)cc3)cc2s1	-19	1.1	3	11	-44	-3	nt	-8	43
62	CC1CCN(C(=O)COC(=O)c2cc(Cl)cc(Cl)c2N)CC1	-8	0.5	16	-1	-6	-2	-0.035	46	6
63	CCCn1nnc(NC(=O)c2ccc(Br)o2)n1	-19	0.7	-6	-1	4	0	0.59	26	-4
64	Cc1ccnc(NS(=O)(=O)c2ccc(NS(=O)(=O)c3ccccc3)cc2)n1	-23	nt	nt	nt	6	-7	-0.71	nt	-7
65	Cc1cc(SCC(=O)NC(=O)NCc2ccco2)nc2c(C)cccc12	nt	0.7	25	-1	nt	nt	0.77	33	nt
66	CCOc1cc(S(=O)(=O)NCc2ccc3c(c2)OCO3)ccc1F	4	0.1	7	1	2	-3	-1.3	92*	-6
67	COc1ccccc1NC(=O)C1=C(C)NC(=O)NC1c1cccc(OC)c1OC (centres undefined)	9	1	3	-2	8	-4	0.74	-1	-7
68	O=S(=O)(NC1CCN(Cc2ccccc2)CC1)c1cccc(S(=O)(=O)N2CCOCC2)c1	-8	0.5	14	1	5	2	0.043	54*	0
69	O=C(NC1CCS(=O)(=O)C1)c1cn(-c2ccccc2)nc1-c1ccccc1 (centres undefined)	7	1	1	12	-12	-3	1.3	-4	12
70	CCOc1ccc(NC(=O)c2nnn(CC(=O)Nc3ccccc3OCC)c2N)cc1	25	0.9	4	-3	3	-9	-0.89	13	-6
71	CC1CCN(C(=O)CSc2nncn2-c2ccccn2)CC1	11	1.1	9	-8	8	-2	-0.46	-6	-10
72	CCOC(=O)c1cc2sccc2n1CC(=O)Nc1ccc(OC)c(OC)c1	-14	0.1	2	1	3	-8	0.028	87*	-2
73	COc1cccc(NC(=S)N(CCc2nc3cc(C)c(C)cc3[nH]2)Cc2cccnc2)c1	7	0.6	-3	-1	8	-5	-0.49	42	-6
74	Cc1ccc(Oc2c(C=O)c3ccccc3n2C)cc1	12	0.3	33*	7	11	-5	0.88	68*	-8
75	O=C(OCc1cnc(Cl)s1)c1cccc(Cl)c1	10	0.7	3	7	5	-6	-0.81	33	-2
76	OCCN1CCN(c2nc(-c3ccccc3)nc3c2oc2ccccc23)CC1	10	0.1	10	-2	0	0	1.9	86*	2
77	CCOC(=O)c1oc2ccccc2c1CSc1nnnn1-c1ccc(C)cc1	5	nt	17	-3	-2	-2	-0.94	nt	0
78	CCCCOc1ccccc1NC(=O)C=C(C)C	-11	0.9	-4	-4	-8	-4	-0.12	6	9
79	Cc1[nH]nc2c1C(=O)CC(C)(C)C2	-1	1	5	2	nt	-8	-1.3	-2	nt

# Quoted from above: entries 77 to 79
cpd	canonical_smiles	S1P2 blocker	CYP2C19 activ	PostGolgi ctrl	PostGolgi yeast	sEH activator	S1P2 agonist	DAT uptake mod	CYP2C19 inh	sEH inhibitor
77	CCOC(=O)c1oc2ccccc2c1CSc1nnnn1-c1ccc(C)cc1	5	nt	17	-3	-2	-2	-0.94	nt	0
78	CCCCOc1ccccc1NC(=O)C=C(C)C	-11	0.9	-4	-4	-8	-4	-0.12	6	9
79	Cc1[nH]nc2c1C(=O)CC(C)(C)C2	-1	1	5	2	nt	-8	-1.3	-2	nt
